KCNH2 3.1 inh – blocks the human KCNH2 3.1 channel isoform | U2OS KCNH2 3.1, thallium flux FluxOr; active compounds read low | 340,000 compounds, 0.95% hits | activity change, % (tested at about 1.8 µM);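 active means maximum activity change below -70%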;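 further: thallium influx rate constant from kinetic fluorescence after stimulation buffer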
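Virally transduced U2OS (3.1 isoform, 4 h infection in dark at RT) → overnight 37 C → FluxOr + Red40 in HBSS/HEPES, 45 min → stimulation buffer, 2 min kinetic read → rate constant vs DMSO controls.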
hERG WT inh – inhibitors of human wildtype KCNH2 potassium channel | 340,000 compounds, 0.37% hits | activity change, % at 1.84 µM | Q12809 | AID 720551 | U2OS, BacMam KCNH2, thallium flux FluxOr; active compounds read low;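 active means maximum activity change below -70%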
Target sequence (Q12809 whole entry, looked up): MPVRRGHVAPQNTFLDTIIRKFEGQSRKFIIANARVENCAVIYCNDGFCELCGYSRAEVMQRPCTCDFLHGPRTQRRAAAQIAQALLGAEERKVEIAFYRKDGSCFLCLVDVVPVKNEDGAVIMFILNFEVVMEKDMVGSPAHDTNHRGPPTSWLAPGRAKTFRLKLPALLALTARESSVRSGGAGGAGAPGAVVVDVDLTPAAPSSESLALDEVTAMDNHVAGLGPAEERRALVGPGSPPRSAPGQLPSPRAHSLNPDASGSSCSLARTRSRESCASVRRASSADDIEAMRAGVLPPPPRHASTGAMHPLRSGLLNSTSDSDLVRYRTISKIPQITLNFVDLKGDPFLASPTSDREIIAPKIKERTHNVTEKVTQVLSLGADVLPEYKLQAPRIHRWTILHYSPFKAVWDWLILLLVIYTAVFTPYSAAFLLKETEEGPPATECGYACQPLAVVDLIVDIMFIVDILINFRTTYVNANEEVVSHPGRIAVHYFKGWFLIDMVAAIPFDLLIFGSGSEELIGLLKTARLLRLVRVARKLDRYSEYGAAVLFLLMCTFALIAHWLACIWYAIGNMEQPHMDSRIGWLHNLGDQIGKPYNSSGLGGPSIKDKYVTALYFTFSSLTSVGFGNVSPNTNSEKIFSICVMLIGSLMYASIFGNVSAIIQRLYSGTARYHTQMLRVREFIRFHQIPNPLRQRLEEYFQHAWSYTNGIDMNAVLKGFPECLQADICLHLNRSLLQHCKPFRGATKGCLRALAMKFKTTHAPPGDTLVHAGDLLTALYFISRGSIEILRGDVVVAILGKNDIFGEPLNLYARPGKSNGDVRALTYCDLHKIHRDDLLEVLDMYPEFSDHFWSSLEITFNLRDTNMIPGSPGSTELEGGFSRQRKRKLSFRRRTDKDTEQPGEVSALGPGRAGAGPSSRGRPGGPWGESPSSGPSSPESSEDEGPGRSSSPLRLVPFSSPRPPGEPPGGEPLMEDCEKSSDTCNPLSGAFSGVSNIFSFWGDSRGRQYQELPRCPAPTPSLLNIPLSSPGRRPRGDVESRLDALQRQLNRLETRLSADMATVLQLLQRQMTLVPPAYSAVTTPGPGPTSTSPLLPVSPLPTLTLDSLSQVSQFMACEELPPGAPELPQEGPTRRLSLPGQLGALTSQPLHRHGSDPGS
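U2OS cells transduced with wild-type KCNH2 virus are loaded with FluxOr dye for 45 min, and thallium flux is measured in kinetic reads before and after stimulation buffer. Rate constants are normalized to DMSO controls.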
Integrin act MD – activates integrin-mediated alleviation for muscular dystrophy. alpha7betagal myoblasts, beta-gal FDG fluorescence, 48 h. Potency, µM (doses to about 38.3 µM), without a hit: at the top dose activation, hits mostly activators. 350,000 compounds, 0.064% hits. AID 624291; active means well fitted activation curve with a large enough effect;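 further: potency means the concentration at half of the fitted maximal effect; 100% = response of the positive control SU9516; nearly all actives have a fitted effect of over 60% in size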
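alpha7betagal+/- myoblasts (passage 13, 250/well) treated 48 h at 37C with compounds at 1:260 dilution of DMSO stock. Lysed, then beta-galactosidase activity read as FDG fluorescence (ex 480/em 540) after 30 min, with pre-read for autofluorescence.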
Starred values were filed as active, the others as inactive; [ ] = remark or other dose. Unless noted, on the % scale 0 is the no-effect control and ±100 the full control effect. The list is partial (hit frequency here may not be typical).

smiles | hERG WT inh | Integrin act MD | KCNH2 3.1 inh
CCCn1c(=S)[nH]c2cc(C(=O)N3CCN(c4ccc(F)cc4)CC3)ccc2c1=O | -6 | -14% | -1
COc1cc(Cl)ccc1OCc1cc(C(=O)N2CCN(C)C(=O)[C@@H]2C)no1 | 3 | 12% | -11
CC(C)c1ccc(S(=O)(=O)NCCCN2CCOCC2)cc1 | -2 | 5% | 10
C/C(CC(=O)Nc1ccc(N(C)C)cc1)=N\NC(=O)c1ccccc1Cl | -1 | 3% | 10
O=S(=O)(Nc1ccccc1N1CCCC1)c1ccccc1C(F)(F)F | 3 | 11% | -5
Cc1ccc([C@@H]2CC(=O)[C@@H]3CN(S(=O)(=O)c4ccccc4C)[C@H](c4ccc(Cl)cc4)C[C@@H]3N2S(=O)(=O)c2ccc(C)cc2)cc1 | -2 | 0% | 0
O=C(NCc1ccccc1)/C(=C\c1ccc(F)cc1)NC(=O)c1ccco1 | 12 | -9% | -6
COc1ccc(-c2c(C#N)cnc(C)c2C)c(O)c1OC | 2 | 5% | 2
C[C@@H]1CN([C@H](C)CO)S(=O)(=O)c2ccc(Br)cc2O[C@H]1CN(C)S(C)(=O)=O | 0 | 11% | 9
O=C(Cc1ccc(Cl)cc1)NCC(=O)N1CCC2(CC1)NCCc1[nH]cnc12 | 4 | 20% | 3
Cn1c(CCN2CCCC2)nc2cc(NC(=O)COc3ccc(Cl)cc3)ccc21 | 53 | -54%[inhibitor] | -24
Cn1c(=O)[nH]c(=O)c2c1nc(Br)n2Cc1ccc(Cl)cc1 | 6 | 1% | -11
Cc1ccc2nc3n(c(=O)c2c1)-c1ncccc1C(=O)NC3Cc1ccccc1 (centres undefined) | -7 | 9% | 4
COc1ccc(N2c3ccccc3CN(Cc3ccccc3)CC2Cc2cc(OC)c(OC)c(OC)c2)cc1 (centres undefined) | -3 | 2% | 11
C[C@@H]1CN([C@H](C)CO)C(=O)c2cc(Br)cnc2O[C@@H]1CN(C)C(=O)c1cccc(F)c1 | -6 | -7% | 13
Cc1cccc(C(=O)OCC(=O)Nc2sccc2C(N)=O)c1C | -12 | 19% | 0
O=C(NNC(=O)c1cc(S(=O)(=O)N2CCOCC2)ccc1Cl)c1ccc(F)cc1 | -5 | 10% | 8
C[C@@H]1CN([C@@H](C)CO)C(=O)c2cc(-c3ccncc3)cnc2O[C@H]1CN(C)C(=O)c1cccc(F)c1 | -4 | -3% | 14
COc1ccc(NC(=O)CCn2c(=S)[nH]c3ccccc3c2=O)cc1Cl | 7 | 15% | 13
C=CCOC(=O)COc1ccc2c3c(c(=O)oc2c1)CCCC3 | 15 | 4% | 20

No new results follow: 5 of the compounds above.
smiles | hERG WT inh | Integrin act MD | KCNH2 3.1 inh
Cc1ccc([C@@H]2CC(=O)[C@@H]3CN(S(=O)(=O)c4ccccc4C)[C@H](c4ccc(Cl)cc4)C[C@@H]3N2S(=O)(=O)c2ccc(C)cc2)cc1 | -2 | 0% | 0
O=C(NCc1ccccc1)/C(=C\c1ccc(F)cc1)NC(=O)c1ccco1 | 12 | -9% | -6
COc1ccc(-c2c(C#N)cnc(C)c2C)c(O)c1OC | 2 | 5% | 2
C[C@@H]1CN([C@H](C)CO)S(=O)(=O)c2ccc(Br)cc2O[C@H]1CN(C)S(C)(=O)=O | 0 | 11% | 9
O=C(Cc1ccc(Cl)cc1)NCC(=O)N1CCC2(CC1)NCCc1[nH]cnc12 | 4 | 20% | 3

(cont.)
smiles | hERG WT inh | Integrin act MD | KCNH2 3.1 inh
CC1(C)N=C(N)N=C(N)N1c1cc(Cl)ccc1Cl | 1 | 8% | 3
C[C@H]1CN([C@@H](C)CO)C(=O)CCCn2cc(nn2)CO[C@@H]1CN(C)C(=O)Nc1ccc(F)cc1 | -22 | 18% | 11
CCCCSCc1nc2nc(Cl)c(Cl)nc2[nH]1 | -10 | 7% | 5
Cc1nc(C(=O)O)cc([N+](=O)[O-])c1C | 5 | -16% | 9
CN(C)C(=O)c1ccc(NC(=O)c2cccc(-n3cnnn3)c2)cc1 | 4 | 13% | -9
CC(C)(C)NC(=O)CN(C(=O)CCC(=O)Nc1nccs1)c1ccccc1F | -17 | -10% | 0
CC1CCC(N(C)C(=O)CN2C(=O)NC(c3ccccc3)(c3ccccc3)C2=O)CC1 (centres undefined) | -4 | 22% | -13
COc1ccc(NC(=O)C[C@H]2C(=O)N(c3ccc(Br)cc3)C[C@@H]2CSC)cc1 | 14 | 5% | 0
CCC(=O)c1cn(CC(=O)Nc2ccc(F)cc2)c2ccccc12 | 4 | -9% | 0
O=C1NC(Cc2ccccc2)c2nc3ccc(Br)cc3c(=O)n2-c2cc3ccccc3cc21 (centres undefined) | -1 | 18% | -16
COc1cc(/C=C/CNC[C@H]2O[C@@H](n3ccc(N)nc3=O)[C@H](O)[C@@H]2O)ccc1O | -12 | 15% | 8
COc1ccc(-n2c(SCC(=O)Nc3cc(C)on3)nc3c(c2=O)SC(C)C3)cc1 (centres undefined) | -1 | -11% | 0
COC(=O)c1cc(S(=O)(=O)Nc2cccc(-c3ccno3)c2)c[nH]1 | -4 | 16% | 15
OCC1OC(n2ccc3c2ncn2ncnc32)C(O)C1O (centres undefined) | 1 | -30% | 8
Cc1cn([C@H]2C[C@H](O)[C@@H](CNC(=O)[C@H](N)Cc3cn(COCc4ccccc4)cn3)O2)c(=O)[nH]c1=O | -8 | 19% | -21
COc1ccc([C@H]2C[C@H](n3cc(C4CC4)nn3)[C@@H](O)CN2C(=O)C2CCCCC2)cc1 | 11 | 13% | 0
CC12CCC(/C(=C/NNc3ccc([N+](=O)[O-])cc3[N+](=O)[O-])C1=O)C2(C)C (centres undefined) | 3 | -25% | -2
COc1ccc([C@H]2N[C@]3(CCCN(Cc4ccc(F)cc4)C3=O)[C@H]3C(=O)N(C)C(=O)[C@@H]23)cc1 | -7 | -4% | 7
CC(C)[C@H](NC(=O)c1ccc(Cl)cc1)C(=O)Nc1cccc(S(=O)(=O)N2CCOCC2)c1 | 32 | -19% | 1
CC(C)n1ncc2c(C(=O)N3CCN(Cc4cccs4)CC3)cc(C3CC3)nc21 | -5 | -5% | 16

Next section (2 carried over from the part before).
smiles | hERG WT inh | Integrin act MD | KCNH2 3.1 inh
CC(C)[C@H](NC(=O)c1ccc(Cl)cc1)C(=O)Nc1cccc(S(=O)(=O)N2CCOCC2)c1 | 32 | -19% | 1
CC(C)n1ncc2c(C(=O)N3CCN(Cc4cccs4)CC3)cc(C3CC3)nc21 | -5 | -5% | 16
COc1ccc(N2CCN(C(=O)COC(=O)CC(NC(N)=O)c3ccc(Cl)cc3)CC2)cc1 (centres undefined) | -15 | 16% | -13
O=C(Nc1cc(S(=O)(=O)N2CCCC2)ccc1OCC(F)(F)F)c1ccncc1 | -7 | -8% | 4
O=C(c1nc2ccc(Cl)cn2c1CN1CCC[C@H]1CO)N1CCc2ccccc2C1 | -5 | 0% | -26
O=C(Nc1ccc(NC(=O)c2ccccc2)c2ccccc12)c1ccccc1 | -11 | 1% | -3
Cc1ccc(NC(=O)CN(C)C(=O)C2CSC3(C)CCC(=O)N23)cc1 (centres undefined) | -13 | 22% | -12
Cc1cc(Cl)ccc1OC(C)C(=O)Nc1cccc(S(=O)(=O)N2CCOCC2)c1 (centres undefined) | 1 | 2% | 1
COc1ccc(CCNC(=O)c2ccc3c(c2)S(=O)(=O)N=C2CCCCCN23)cc1OC | -2 | 17% | 0
COc1ccc([C@@H]2C[C@H]3[C@@H](CN2S(=O)(=O)c2ccccc2)C(=O)C[C@@H](c2ccc(C)cc2)N3S(=O)(=O)c2ccc(C)cc2)cc1 | 4 | 0% | -15
Cc1cc(OC(=O)Nc2ccccc2)ccc1Cl | 5 | -10% | 9
COc1ccc(Cc2nc3ccc(C(=O)NCCc4ncccc4C)cc3o2)cc1OC | 0 | 3% | 9
CCCCCCn1c(=O)n2n(c1=O)C[C@]1(OC(=O)NCc3ccco3)CN(S(=O)(=O)c3ccc(C)cc3)C[C@]1(O)C2 | 1 | 7% | 0
COc1ccc(Cl)cc1NS(=O)(=O)c1cccc(C(=O)NCCCN2CCOCC2)c1 | 19 | -20% | -1
Nc1ccn(CCCN2CCN(C(=O)C3CC3)CC2)c(=O)n1 | -6 | 10% | -3
CCc1cccc(CC)c1N1C(=O)CSCC1=O | -10 | 18% | -18
CCCCCCN1C[C@@H](O)[C@H](n2cc(-c3ccc(F)cc3)nn2)C[C@@H]1c1ccccc1 | -7 | 3% | -6
COc1cccc(CNC(=O)c2cc(S(=O)(=O)N3CCCCC3)ccc2C)c1 | -2 | 0% | 1
O[C@H]1C[C@H](c2ccc(Cl)cc2)N(Cc2cccs2)C[C@@H]1n1cc(-c2ccc(F)cc2)nn1 | 3 | -9% | -3
COc1ccccc1C#Cc1cnc2c(c1)C(=O)N([C@H](C)CO)C[C@@H](C)[C@@H](CN(C)C(=O)c1ccc3c(c1)OCO3)O2 | 10 | -1% | 6
Clc1cc(Cl)cc(Nc2ccccc2CN(C/C=C/c2ccc3c(c2)OCO3)Cc2ccccc2)c1 | -4 | 0% | 1
CCn1cc(/C=C(\NC(=O)c2ccccc2OC)C(=O)N2CCOCC2)c2ccccc21 | 0 | -7% | 8
CCOc1ccc(S(=O)(=O)N2CCCCC2)cc1NC(=O)Cc1cc(OC)c(OC)c(OC)c1 | -2 | -4% | 2
O=C(NCc1ccncc1)C(=O)NCC1OCCN1S(=O)(=O)c1cc(F)ccc1F (centres undefined) | -2 | 11% | 3
Cc1ccn2c(Cc3ccccc3)c(-c3ccccc3)nc2c1 | -2 | 4% | 1
CCOc1ccc(NC(=O)CSc2nc3cc(C(=O)NCC4CCCO4)ccc3c(=O)n2CC2CCCO2)cc1 (centres undefined) | 0 | -14% | 11
CC(=O)N1CCN(c2cc(-c3ccccc3)nc3cc(-c4cccc(Cl)c4)nn23)CC1 | 7 | -12% | 14
Cc1cn([C@H]2C[C@H](O)[C@@H](CNCc3ccc(Oc4cc(-n5cccn5)ncn4)cc3)O2)c(=O)[nH]c1=O | 0 | 1% | 1
Cc1ccc([C@@H]2C[C@H]3[C@@H](CN2S(=O)(=O)c2ccc(Cl)cc2)C(=O)C[C@@H](c2cccc(Cl)c2)N3S(=O)(=O)c2ccc(C)cc2)cc1 | -6 | 0% | 6
C#CCN(C[C@@H]1[C@@H](OC(=O)NCc2ccco2)[C@@H](OC(=O)NCc2ccco2)Cn2c(=O)ccc(=O)n21)S(=O)(=O)c1ccc(C)cc1 | 1 | -56%[inhibitor] | -4
Cc1cc(=O)[nH]c2nc3ccccc3n12 | -5 | -3% | -7
O=C(NC(=S)Nc1ccc([N+](=O)[O-])cc1)c1ccco1 | -27 | 10% | 6
CCc1cccc(NC(=O)COC(=O)c2c(-c3ccccc3)noc2C)c1 | -4 | 8% | 0
Cc1cccc(NC(=O)c2nc[nH]c2C(=O)Nc2ccccc2F)c1 | -2 | 14% | -9
CCCCCC(=O)N1C[C@@H](n2cc(COC(=O)c3ccccc3)nn2)[C@H](O)C[C@@H]1c1ccc(OC)cc1 | 2 | 3% | -15
NC(=O)C1CCN(CC(=O)Nc2ccc3c(c2)OCO3)CC1 | -4 | 2% | 7
COC(=O)N(C)C[C@@H]1OCc2ccccc2-c2c(n(C)c3ccccc23)C(=O)N([C@H](C)CO)C[C@@H]1C | 7 | 16% | 19
O=C1Nc2ccccc2SC1=Cc1ccccc1 | -1 | -23% | 2
Cc1cc(O)cc(O)c1/C=N/NC(=O)c1ccc2c(c1)OCCO2 | -2 | -44% | 0
COc1ccc(OCC(=O)N2CCCC(Nc3ccc(C)c(C)c3)C2)cc1 (centres undefined) | -9 | 11% | -87*
CCCCN1C[C@H](CSC)[C@@H](CC(=O)NC)C1=O | -10 | 1% | 7
C[C@H](NC(=O)c1ncn2c1c(=O)[nH]c1ccccc12)c1ccccc1 | -4 | 4% | 22
CCN(CC)C(=O)C1=C(C)N(Cc2ccc(C(C)(C)C)cc2)C(=O)C(CC(=O)NC2CC2)C1 (centres undefined) | -3 | -17% | 6
N#Cc1ccc2sn(-c3ccccc3)c(=O)c2c1 | -5 | -11% | -6
CCCc1c(C(=O)N/N=C(\C)c2cccnc2)nnn1-c1nonc1N | 1 | 20% | -12
Cc1ccsc1C(=O)Nc1cc(Cl)ccc1-n1cncn1 | -4 | -2% | 4
CC(=O)N1CCOC12CCN(Cc1ccccc1)CC2 | 4 | 2% | -16
Cc1ccc(-n2ncc(-c3n[nH]c(=S)o3)c2N)cc1C | -19 | -26% | -41
N#CC(=C1C=C(Br)C(=NO)C=C1Cl)c1ccc(Cl)cc1 | 7 | -47% | 5
CC(Nc1nc(-c2cccnc2)nc2ccccc12)c1ccccc1 (centres undefined) | -1 | -19% | -6
COc1cc2ccc(C=O)cc2cc1OC | -5 | -11% | -5
COc1ccc(NC(=O)C[C@H]2C(=O)N(C3CCCCC3)C[C@@H]2c2ccccc2)cc1 | -2 | 4% | 2
O=C(NCCO)/C(=C\c1cccc([N+](=O)[O-])c1)NC(=O)c1cccs1 | -5 | 20% | -1
CC1=C(C(=O)N(C)C)CC(CC(=O)NC2CCCCC2)C(=O)N1CCCN1CCCC1=O (centres undefined) | 1 | -2% | 6
COc1ccc([C@H]2CN(c3ccccc3)C(=O)[C@@H]2CC(=O)Nc2ccccc2)cc1 | 34 | 21% | 3
COCC(=O)N(C)C[C@@H]1Oc2ncc(Br)cc2C(=O)N([C@@H](C)CO)C[C@H]1C | 1 | 18% | 5
